Source: PubChem BioAssay (National Center for Advancing Translational Sciences (NCATS))
D1 ag: human D1 receptor agonism. P21728. HEK293 T-REx D1 cells, calcium flux, agonist mode. activation, % at 2 µM. 1% of 360,000 active; in the data active = activation above about 30%; also: 0% is about no effect
Target sequence (P21728 whole entry, looked up): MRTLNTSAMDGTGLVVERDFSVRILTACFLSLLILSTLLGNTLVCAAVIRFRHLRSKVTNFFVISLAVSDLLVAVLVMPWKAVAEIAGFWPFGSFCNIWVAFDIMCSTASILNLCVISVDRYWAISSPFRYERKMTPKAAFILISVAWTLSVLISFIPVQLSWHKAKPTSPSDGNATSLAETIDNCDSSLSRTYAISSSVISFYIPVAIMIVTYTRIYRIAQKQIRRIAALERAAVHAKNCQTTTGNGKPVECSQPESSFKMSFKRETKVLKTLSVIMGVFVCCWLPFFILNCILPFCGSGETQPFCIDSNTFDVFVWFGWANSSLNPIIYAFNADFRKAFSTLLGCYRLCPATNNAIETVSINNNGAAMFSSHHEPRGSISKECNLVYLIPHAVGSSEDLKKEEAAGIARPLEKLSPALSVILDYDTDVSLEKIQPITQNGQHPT
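Tetracycline-induced HEK293 TREx D1 cells, force-coupled to calcium signalling, were dye-loaded with a no-wash calcium kit. Compound was pin-added after a 10 s baseline. Fluorescence was read kinetically at 1 cycle/s for 180 s, with calcium rises flagged as agonism.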
Glioma ERSR ind: induces the endoplasmic reticulum stress response in human glioma cells. Potency, µM, inactives show at the top dose activation, most hits filed as activators. 0.02% of 420,000 active. U87-MG GRP78 promoter luciferase reporter, 16 h; also: potency is read from the fitted curve at half-maximal effect; series mostly up to about 76 µM; % of control where 0% means no effect; nearly all actives have a fitted effect of over 35% in size
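Stably transfected U87-MG human glioma cells carrying a GRP78-based luminescent sensor were seeded at 1000 cells/well, pin-dosed with compounds and incubated 16 h. Luciferase reagent was then added, and end-point luminescence was read after 10 min at room temperature.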
Vif-APOBEC3G blk: Vif-A3G binding inhibition. Q9HC16. HeLa A3G-eYFP + Vif (tagged APOBEC3G with the HIV-1 protein that degrades it), YFP fluorescence, overnight. Potency, µM (top dose mostly 46.1 µM), without a hit: at the top dose activity, negative = active, usual class: inhibitors. 0.076% of 410,000 active;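 also: potency is read from the fitted curve at half-maximal effect; % is scaled to controls: 0 for no effect and ±100 for the full control effect; nearly all actives have a fitted effect of over 60% in size; hits raise eYFP signal because A3G escapes Vif-driven loss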
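HeLa cells stably expressing Vif and C-terminally eYFP-tagged A3G, seeded overnight at 37 deg C, then exposed to compound by pintool overnight at 37 deg C. Rise in yellow fluorescence (Ex 488/Em 500-530, Acumen) marks blocked Vif-driven A3G degradation.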
RXFP1 agonist: agonists of human relaxin receptor RXFP1; Q9HBX9; HEK293T-RXFP1 cAMP TR-FRET, 30 min; response scale: percent of porcine relaxin response, buffer zero; Potency, µM (doses to about 57.5 µM), for the others: at the top dose activation, actives largely listed as activators; 0.3% of 370,000 active; AID 2676; also: potency is read from the fitted curve at half-maximal effect; % is scaled to controls: 0 for no effect and ±100 for the full control effect; nearly all actives have a fitted effect of over 60% in size; many of its hits are not listed in these tables
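Agonist response is measured as cAMP accumulation in an RXFP1-transfected HEK293T line under PDE4 inhibition. Values are scaled between buffer-only and 29 nM porcine relaxin, and EC50s come from standard Hill equation fits.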
D1 PAM: human D1 dopamine receptor positive modulation; potentiation, % at 10 µM; HEK293 TREx D1 cells, calcium flux, dopamine EC20 potentiation; 0.036% of 360,000 active; P21728; in the data active = potentiation above about 30%; also: 0% is about no effect
RXFP1 antag: blocks the human relaxin receptor RXFP1; activity change, negative = inhibition, % at 57.5 µM; Q9HBX9; HEK293-RXFP1, relaxin-stimulated cAMP HTRF, 30 min; active compounds read low; 0.59% of 350,000 active;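 active = activity change of -60% or lower, but not beyond a set lower limit; inconclusive = change between -60% and -40%, or beyond the set limit; inactive = change above -40%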; also: % is scaled to controls: 0 for no effect and ±100 for the full control effect
D1 antagonist: antagonists of human D1 dopamine receptor | HEK293 TREx D1 cells, calcium flux, dopamine EC80; active compounds read low | activity change, negative = inhibition, % at 10 µM | P21728 | 3.2% of 360,000 active; in the data active = activity change below about -30%; also: % is scaled to controls: 0 for no effect and ±100 for the full control effect
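Tetracycline-induced HEK293 Trex D1 cells, force-coupled to calcium, dye-loaded; compounds added and read 180 s, then EC80 dopamine added and calcium flux tracked kinetically another 180 s.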
Vif-A3F inh: inhibitors of Vif-A3F interaction. 0.2% of 390,000 active. AID 602313. HeLa A3F-eYFP + Vif (tagged APOBEC3F with the HIV-1 protein that degrades it), YFP fluorescence increase. Potency, µM (highest dose often 46.1 µM), inactives show at the highest dose activity, negative = active; also: potency is read from the fitted curve at half-maximal effect; % of control where 0% means no effect; nearly all actives have a fitted effect of over 65% in size
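HeLa cells stably expressing A3F-eYFP plus Vif, plated and incubated overnight at 37 deg C, then exposed to compounds overnight at 37 deg C. Blocked degradation read as raised yellow fluorescence (Ex 488/Em 500-530).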
D2 PAM: D2 dopamine receptor (human) potentiation; P14416; HEK293 T-REx D2, calcium flux, EC20 dopamine potentiation; potentiation, % at 10 µM; 0.34% of 340,000 active; AID 485347;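 active = potentiation over 3 SD above the plate norm, cut at about 30% in these data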; also: 0% is about no effect
Target sequence (P14416 whole entry, looked up): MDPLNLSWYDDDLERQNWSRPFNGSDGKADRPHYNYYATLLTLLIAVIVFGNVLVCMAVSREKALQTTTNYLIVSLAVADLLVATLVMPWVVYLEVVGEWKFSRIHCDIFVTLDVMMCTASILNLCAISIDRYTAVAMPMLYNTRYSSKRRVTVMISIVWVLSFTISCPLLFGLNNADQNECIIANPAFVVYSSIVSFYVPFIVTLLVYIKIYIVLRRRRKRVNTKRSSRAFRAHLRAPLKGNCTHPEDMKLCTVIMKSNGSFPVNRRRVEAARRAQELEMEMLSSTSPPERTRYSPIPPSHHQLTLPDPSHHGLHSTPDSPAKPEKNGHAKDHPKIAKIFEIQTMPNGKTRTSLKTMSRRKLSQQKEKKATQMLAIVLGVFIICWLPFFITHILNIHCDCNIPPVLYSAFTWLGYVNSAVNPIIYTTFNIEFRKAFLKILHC
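Primary screen. Calcium kinetics in induced HEK293 T-REx D2 cells: compound pre-addition 180 s, EC20 dopamine, 180 s more.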
An asterisk follows results filed as active; ? = inconclusive; . = no result given. Unless noted, calls follow the shape of the dose curve; as a rule, active = well fitted curve in the direction sought with a large enough effect; inconclusive = small, poorly fitted or top-dose-only effect, or another doubt; inactive = no such curve, though single readings can be large; an effect the other way counts as inactive or inconclusive. These rows are one share of the data; rates above refer to the full screens.

entry	canonical_smiles	Vif-A3F inh	Glioma ERSR ind	D1 antagonist	RXFP1 agonist	Vif-APOBEC3G blk	D1 PAM	D2 PAM	D1 ag	RXFP1 antag
1	Cc1c(NC(=O)C(Sc2ccccc2)c2ccccc2)cccc1[N+](=O)[O-] (centres undefined)	-9%	-4%	-8	0.2%	-7%	-10	-4	3	-9
2	N=c1sccn1CC(=O)Nc1cc(Cl)ccc1[N+](=O)[O-]	5%	-3%	-3	4.0%	-3%	5	-17	4	-8
3	CC1CN(C(=O)CSc2ncnc3sccc23)CC(C)O1 (centres undefined)	-7%	-4%	-1	2.2%	0%	4	13	6	-1
4	COc1ccc(C(=S)N2CCOCC2)cc1OC(=O)c1ccc([N+](=O)[O-])cc1	-12%	-1%	-4	0.7%	7%	-8	16	0	-12
5	COc1cc(CCC(=O)NCc2ccc3c(c2)OCO3)cc(OC)c1OC	-9%	-2%	4	1.0%	-2%	-5	-2	4	-6
6	Cc1ccc(Cl)cc1N1CCN(C(=O)CCNS(=O)(=O)c2ccc3c(c2)CCN3C(=O)C2CC2)CC1	6%	-2%	-7	0.3%	2%	-7	12	-1	.
7	CCOC(=O)c1c(NC(=O)/C=C/c2ccco2)sc(C)c1C	-9%	-3%	-18	2.2%	0%	7	-8	0	-5
8	Cc1cc(NC(=O)c2ccc(S(=O)(=O)N3CCOCC3)cc2)no1	12%	-3%	13	2.3%	0%	-2	-2	2	6
9	COc1ccc(C(=O)CSc2nnc(NC(=O)C3CC(=O)N(c4ccccc4)C3)s2)cc1 (centres undefined)	-2%	0%	-13	-0.2%	-7%	-3	-3	3	.
10	O=C(Nc1ccccc1NC(=O)c1c(F)cccc1F)c1c(F)cccc1F	-1%	3%	10	4.9%	0%	-2	8	2	5
11	CC(=O)N1CCc2c(sc(NC(=O)C3COc4ccccc4O3)c2C(N)=O)C1 (centres undefined)	1%	10%	-15	-0.5%	-4%	0	6	4	-6
12	CCC1CCCN1Cn1cnc2c([nH]c3ccccc32)c1=O (centres undefined)	-14%	1%	7	3.6%	3%	-3	1	4	.
13	Cc1ccc(OCC(=O)Nc2ccc(-c3nc4ncccc4o3)cc2)c(C)c1	2%	12%	3	-0.1%	1%	0	.	0	-2
14	CCC(=O)c1ccc(N2CCCCCC2)c(F)c1	5%	4%	-4	0.2%	-6%	-8	.	3	-32
15	COc1ccc(Cl)cc1-n1c(/C=C/c2cccc3ccccc23)nc2ccccc2c1=O	0%	-1%	-35*	1.0%	-2%	-1	8	-3	-20
16	O=C(COC(=O)C1(c2ccccc2F)CCCC1)N1CCOCC1	-7%	-4%	-12	0.7%	-4%	-1	-1	2	-6
17	COC(=O)C(C)Oc1cc(OC(C)C(=O)OC)c2c(-c3ccccc3)cc(=O)oc2c1 (centres undefined)	-5%	32µM*	6	-2.0%	0%	-7	7	0	-16
18	CC(NC(=O)CNC(=O)OCc1ccccc1)C(=O)N1CC(O)CC1C(=O)OCc1ccccc1 (centres undefined)	-12%	-5%	-3	0.6%	-12%	-5	-1	4	-2
19	Cn1c(=O)cc(OCCCC(=O)N2CCN(c3ccccn3)CC2)c2ccccc21	-7%	-2%	1	2.2%	-3%	-2	-10	0	-2
20	CCOC(=O)c1ccccc1NC(=O)CSc1nc2[nH]ncc2c(=O)[nH]1	2%	-4%	-5	0.6%	0%	-1	8	0	-15
21	COc1ccc(Cl)cc1CN1CCN(c2nc(C)cc(C)c2C#N)CC1	-9%	-5%	14	1.7%	0%	-3	-25	2	-13
22	CCCOc1ccc(C2=CSC3=NCCN23)cc1[N+](=O)[O-]	5%	-4%	-17	1.0%	-4%	-3	2	2	-8
23	CCCC1(CCC)NC(=O)N(CC(=O)N2CCN(C(=O)c3ccco3)CC2)C1=O	-8%	0%	-7	0.0%	4%	-1	3	0	-22
24	CC(=O)c1ccc(Oc2nc3c(c(=O)n(C)c(=O)n3C)n2C)cc1	-7%	-3%	-27	11%	0%	-1	5	2	-20
25	CCOC(=O)c1sc(NC(=S)NC(=O)c2ccc(OC)cc2)nc1C	-1%	-1%	0	13%	-1%	2	-5	5	-8
26	CC(C)C[C@@]12C(=O)N(c3ccc(Br)cc3)C(=O)N1[C@H](c1ccc(Br)cc1)[C@@H]1C(=O)N(C(C)(C)C)C(=O)[C@@H]12	-2%	-1%	-1	2.4%	0%	-6	-1	5	.
27	COc1ccc(-c2csc(Cc3nnc(N4CCOCC4)n3-c3ccccc3)n2)cc1	-3%	0%	12	-0.3%	3%	1	14	0	27
28	COc1ccc(C(C)=O)cc1CN(C)C	-4%	-7%	-12	1.0%	-5%	-2	-13	2	6
29	Cc1onc(-c2c(F)cccc2Cl)c1C(=O)NCc1ccccc1	-9%	-5%	26	1.1%	1%	3	2	6	-3
30	O=C(O)c1ccc(/C=N/Nc2ccc(Cl)nn2)cc1	7%	-1%	3	-0.2%	5%	-6	1	2	-8

Among those listed so far, these contain fluorine:
entry	canonical_smiles	Vif-A3F inh	Glioma ERSR ind	D1 antagonist	RXFP1 agonist	Vif-APOBEC3G blk	D1 PAM	D2 PAM	D1 ag	RXFP1 antag
10	O=C(Nc1ccccc1NC(=O)c1c(F)cccc1F)c1c(F)cccc1F	-1%	3%	10	4.9%	0%	-2	8	2	5
14	CCC(=O)c1ccc(N2CCCCCC2)c(F)c1	5%	4%	-4	0.2%	-6%	-8	.	3	-32
16	O=C(COC(=O)C1(c2ccccc2F)CCCC1)N1CCOCC1	-7%	-4%	-12	0.7%	-4%	-1	-1	2	-6
29	Cc1onc(-c2c(F)cccc2Cl)c1C(=O)NCc1ccccc1	-9%	-5%	26	1.1%	1%	3	2	6	-3

The list continues.
entry	canonical_smiles	Vif-A3F inh	Glioma ERSR ind	D1 antagonist	RXFP1 agonist	Vif-APOBEC3G blk	D1 PAM	D2 PAM	D1 ag	RXFP1 antag
31	COc1ccc(C2=NO[C@@H]3C(=O)N(c4cccc(C)c4C)C(=O)[C@H]23)cc1OC	-2%	-3%	-22	1.7%	-1%	-3	23	7	9
32	COc1ccccc1OCCCOc1ccc([N+](=O)[O-])cc1Cl	-2%	8%	-26	3.5%	-7%	1	20	5	-6
33	O=C(NNC(=O)c1cc(S(=O)(=O)N2CCOCC2)c(Cl)cc1Cl)c1ccccc1F	-3%	3%	.	.	1%	.	.	.	-8
34	CCCS(=O)(=O)c1nc(S(=O)(=O)c2ccc(C)cc2)c(NCCCN2CCCC2=O)s1	0%	7%	24	17%	2%	0	8	2	23
35	Cc1ccccc1C(=O)NC1CC2CCCC(C1)N2Cc1ccccc1 (centres undefined)	3%	-1%	-15	-0.3%	0%	-8	-20	1	-3
36	CCOc1ncccc1C(=O)OCC(=O)N(CC)c1ccccc1	-13%	-5%	-22	-2.7%	1%	-3	-2	4	8
37	N#Cc1cnn(-c2nc(SCc3ccccc3)nc3sc4c(c23)CCCC4)c1N	-2%	-5%	-3	4.1%	-1%	-5	-2	3	19
38	Cc1cc(C(F)F)nn1CC(=O)NCc1ccc(Cl)cc1Cl	.	-1%	0	0.2%	-1%	-1	3	0	-18
39	CC(=O)CSc1nc(C(F)(F)F)cc(=O)n1-c1ccccc1	-3%	-4%	2	0.1%	-12%	0	-1	2	0
40	CCCc1cc(NC(=O)CCl)n(-c2ccccc2)n1	7%	?	1	-0.2%	-7%	0	8	2	-1
41	O=C(/C=C/c1ccccc1)NNC(=O)c1cccnc1	-4%	-2%	19	0.7%	-1%	-1	-6	1	-18
42	CCn1c(C)nc2cc(C(=O)N/N=C/c3ccc(OC)cc3)ccc21	-2%	-1%	-2	2.6%	4%	-5	-4	4	3
43	O=C(CSc1ccc(F)cc1)Nc1ccc(C2SCCS2)cc1	4%	8%	-9	1.1%	0%	-1	-6	4	-27
44	Cn1c(=O)c2c(nc(NCCCO)n2Cc2cccc(Br)c2)n(C)c1=O	-10%	-2%	2	5.2%	6%	4	11	4	10
45	O=C(c1ccc(F)cc1)N(Cc1ccco1)C1CCS(=O)(=O)C1 (centres undefined)	-1%	-7%	-14	-1.1%	0%	-8	1	3	10
46	COC(=O)C(CCCCNC(=O)OCc1ccccc1)NC(=O)CN (centres undefined)	-2%	1%	2	0.2%	0%	2	.	5	-1
47	COc1cc(/C=C/C(=O)OCC(=O)N2CCc3ccccc3C2)ccc1O	-8%	-2%	13	-0.5%	0%	1	14	3	-22

Structures above that bear a hit mark in D1 antagonist.
| entry | Molecule | Vif-A3F inh | D1 antagonist | RXFP1 agonist | D1 PAM | D2 PAM | D1 ag | RXFP1 antag |
| --- | --- | --- | --- | --- | --- | --- | --- | --- |
| 15 | COc1ccc(Cl)cc1-n1c(/C=C/c2cccc3ccccc23)nc2ccccc2c1=O | 0% | -35* | 1.0% | -1 | 8 | -3 | -20 |

One compound at a time, as listed above. Order of screens: Vif-A3F inh	Glioma ERSR ind	D1 antagonist	RXFP1 agonist	Vif-APOBEC3G blk	D1 PAM	D2 PAM	D1 ag	RXFP1 antag
`Cn1c(=O)c2c(nc(NCCCO)n2Cc2cccc(Br)c2)n(C)c1=O` is listed as -10%	-2%	2	5.2%	6%	4	11	4	10
`COC(=O)C(CCCCNC(=O)OCc1ccccc1)NC(=O)CN` (centres undefined) is listed as -2%	1%	2	0.2%	0%	2	.	5	-1
`CCn1c(C)nc2cc(C(=O)N/N=C/c3ccc(OC)cc3)ccc21` is listed as -2%	-1%	-2	2.6%	4%	-5	-4	4	3

Values by screen from above:
Compounds 34 to 43 in D2 PAM, in turn: 8, -20, -2, -2, 3, -1, 8, -6, -4, -6
Compounds 34 to 43 in D1 antagonist, in turn: 24, -15, -22, -3, 0, 2, 1, 19, -2, -9
